Screening results (PubChem BioAssay)
KKLEB tox: reduces viability of KKLEB cystic fibrosis airway cells | activity change (cytotoxicity), % at 5 µM | AID 602141 | KKLEB CF airway cells viability, ATPlite luminescence, overnight; active compounds read low; cells stimulated with P. aeruginosa culture filtrate | 0.36% of 360,000 active;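 active = corrected activity change at or below -50% at 5 µM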
TRPM1 prom inh: MITF TRPM1 promoter inhibition in SK-MEL-5 cells | AID 488899 | inhibition, % at 12.5 µM | 0.83% of 330,000 active | SK-MEL-5 TRPM1 promoter luciferase, 24 h;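 active = mean inhibition across replicates of 60% or more, whatever share of single replicates reaches that level; inconclusive = some that reach 60%, reason not given; inactive = mean inhibition across replicates below 60%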; also: values of inactives mirror those of a sister screen read the other way
Peg3 prom inh: inhibitors of Peg3 promoter. HeLa PEG-Prom luciferase reporter, luminescence, overnight. inhibition, % at 20 µM. 1.7% of 360,000 active;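 active = inhibition of at least 50% at 20 µM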
Shn3 3UTR inh: inhibitors of Schnurri-3 3'UTR reporter in osteoblasts. inhibition, % at 12.5 µM. Clone20 osteoblast Shn3 3'UTR firefly luciferase, 24 h. 0.52% of 360,000 active;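 active = mean inhibition of at least 75% with every replicate also reaching 75%; inconclusive = mean inhibition at least 75% but some replicate below; inactive = mean inhibition below 75%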;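 also: 0% = median of neutral control wells and 100% = pilot-screen positive control compound; some compounds past the cut are filed as inactive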
PDI turbidity: blocks human protein disulfide isomerase activity | P07237 | PDI insulin aggregation turbidity, A650, 90 min | inhibition, % at 10 µM | 0.052% of 350,000 active | AID 588391;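 active = mean inhibition across replicates of 30% or more, whatever share of single replicates reach that level; inconclusive = mean inhibition below 30% while every single replicate reaches 30%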;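 also: absorbance from insulin aggregation driven by PDI reduction with DTT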
Target sequence (P07237 whole entry, looked up): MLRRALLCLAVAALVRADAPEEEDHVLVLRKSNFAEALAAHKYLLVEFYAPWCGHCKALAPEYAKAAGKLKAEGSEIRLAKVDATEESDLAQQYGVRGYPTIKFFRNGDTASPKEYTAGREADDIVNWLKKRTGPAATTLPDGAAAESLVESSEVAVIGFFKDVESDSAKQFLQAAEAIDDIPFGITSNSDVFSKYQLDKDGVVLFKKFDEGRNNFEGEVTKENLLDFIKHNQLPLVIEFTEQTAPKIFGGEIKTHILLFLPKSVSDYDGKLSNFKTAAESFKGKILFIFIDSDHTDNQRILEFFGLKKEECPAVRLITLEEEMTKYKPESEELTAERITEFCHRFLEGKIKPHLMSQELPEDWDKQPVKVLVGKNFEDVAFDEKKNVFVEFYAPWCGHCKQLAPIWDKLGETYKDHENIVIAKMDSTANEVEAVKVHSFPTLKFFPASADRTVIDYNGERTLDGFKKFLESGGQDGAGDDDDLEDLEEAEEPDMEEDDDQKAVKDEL
CaV13 ICDI inh: Disruptors of the CACNA1D IQ motif to Ca2+-dependent inactivation inhibitor domain association, primary screening, Förster resonance energy transfer in intact living …; HEK cells, CFP/YFP FRET ICDI-IQ, plate reader, 10 min; percent FRET-ratio fall versus neutral wells; inhibition, % at 12.3 µM; 0.098% of 340,000 active; AID 743397;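 active = mean replicate inhibition of at least 30% and at least 1% of replicates passing that level; inconclusive = only one of the two criteria is met; inactive = neither criterion is met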;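 also: 0% = median of the neutral control wells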
HIF-2a block: inhibitors of HIF-2a; AID 624352; inhibition, % at 18.8 µM; 0.72% of 360,000 active; 786-0 RCC cells HIF-2a reporter, luciferase luminescence, overnight;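 active = inhibition of the luminescence signal of 40% or more relative to plate controls, in a single-dose primary screen at 18.75 µM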
CF NFkB inh: cystic fibrosis NF-kB activation inhibition; AID 588850; inhibition, % at 5 µM; KKLEB NF-kB-GFP reporter, PAF-induced, GFP fluorescence overnight; 0.86% of 360,000 active;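 active = at least 50% inhibition at 5 µM, scaled per plate between neutral and stimulator controls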;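 also: PAF is a Pseudomonas aeruginosa culture filtrate used as stimulus; plate controls were PAF-stimulated DMSO wells for no effect and unstimulated DMSO wells for full effect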
Vif inh: blocks HIV Vif function; HEK293T cells, Vif self-association by quenched fluorescence, imaging, 24 h; inhibition, % at 7.49 µM; 0.35% of 340,000 active; in the data active = inhibition above about 50%, passing the limit was not always enough; inconclusive = no clear call, values can overlap the other calls; inactive = below about 31%; also: some results filed as inactive read as strong as hits
NR2E3 ag-1: agonists of human nuclear receptor NR2E3; AID 2300; Q9Y5X4; GST-NR2E3/biotin-RetCOR TR-FRET, 1536-well; inhibition of corepressor binding, % at 4.78 µM; 0.12% of 320,000 active;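 active = percent inhibition above the cutoff of mean plus 3 SD of all tested compounds, set per screening campaign, cut at about 20% in these data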;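 also: 0% = DMSO wells and 100% = biotin wells as full block of FRET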
Target sequence (Q9Y5X4 whole entry, looked up): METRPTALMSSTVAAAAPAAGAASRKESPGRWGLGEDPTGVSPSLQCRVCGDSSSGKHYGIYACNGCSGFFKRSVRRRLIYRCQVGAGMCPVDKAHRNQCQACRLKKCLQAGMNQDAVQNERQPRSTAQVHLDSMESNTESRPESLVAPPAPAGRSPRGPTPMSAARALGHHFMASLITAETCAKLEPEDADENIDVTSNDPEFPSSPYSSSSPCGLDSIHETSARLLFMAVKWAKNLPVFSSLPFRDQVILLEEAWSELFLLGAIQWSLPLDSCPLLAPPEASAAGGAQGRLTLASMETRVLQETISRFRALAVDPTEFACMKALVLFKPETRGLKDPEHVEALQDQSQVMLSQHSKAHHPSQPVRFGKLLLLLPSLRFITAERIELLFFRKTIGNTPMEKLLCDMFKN
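Test system: GST-NR2E3 and biotin-RetCOR proteins | Quantity: 1.35 nM GST-tagged NR2E3 final | Medium: Tris pH 7.5 | Also added: 7 nM biotin-RetCOR | Dosing: Compound at 4.8 µM, single dose | Timing: 5 h at 4 °C | Detection: Time-resolved FRET | Read-out basis: Percent inhibition | Benchmarks: Biotin wells as high control, 0.6% DMSO wells as low control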
NR2E3 ag-2: activates human NR2E3 receptor. 0.35% of 360,000 active. AID 602229. CHO-S Gal4-NCOR/VP16-NR2E3 two-hybrid, luciferase. inhibition of corepressor binding, % at 3.98 µM;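 active = inhibition above the mean of all tested compounds plus 3 SD, cut at about 70% in these data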;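 also: 0% = DMSO with NR2E3 transfected cells and 100% = cells lacking NR2E3 construct; higher means lower luciferase signal from less NR2E3 corepressor binding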
Starred values were filed as active, the others as inactive; i = inactive; ? = inconclusive; · = not tested or not shown. Random draw from the library (roughly 3.3% active in at least one column).

SMILES	KKLEB tox	TRPM1 prom inh	Peg3 prom inh	Shn3 3UTR inh	PDI turbidity	CaV13 ICDI inh	HIF-2a block	CF NFkB inh	Vif inh	NR2E3 ag-1	NR2E3 ag-2
Cc1c2cn[nH]c(=O)c2c(C)n1-c1ccccc1	4	-14	-48	2	0	-4	-70	5	-1	2	-53
COC(=O)c1ccc(N2CCC(C)CC2)c(N)c1	-9	-60	-265	-20	-4	-8	-274	-18	-4	-1	-54
CSCC[C@H](NC(=O)C1CCC(CNC(=O)[C@@H]2CCCN2C(=O)OC(C)(C)C)CC1)C(=O)O (some centres not stated)	7	-12	4	-5	-5	-3	15	-12	-3	·	24
COc1ccc(S(=O)(=O)Nc2ccc3c(c2)CC(=O)N([C@H](C)CO)C[C@H](C)[C@H](CN(C)C(=O)Nc2ccc4c(c2)OCO4)O3)cc1	0	18	-4	8	7	-11	7	-17	-3	·	-49
Cc1cccc2cc(CN(Cc3cccs3)Cc3nnnn3Cc3ccccc3)c(=O)[nH]c12	-2	-7	23	33	1	-8	15	-3	-10	3	-12
Cc1ccc(Cl)cc1N1CCN(C(=O)Cn2ccc3ccccc3c2=O)CC1	3	5	23	29	5	-4	20	-7	-22	0	26
O=S(=O)(NC(=S)c1ccccc1)c1ccccc1	1	3	8	2	-6	-17	13	-16	-9	-2	7
O=S(=O)(NCC(c1cccnc1)N1CCOCC1)c1ccccc1 (configuration not stated)	-16	17	11	-1	8	-1	6	4	-3	-3	-11
COc1ccccc1C1(CC(=O)N2CCOCC2)CCOC(C(C)C)C1 (configuration not stated)	0	2	9	-1	-3	-6	2	13	?	5	13
NCCOc1cnn(-c2ccccc2Cl)c(=O)c1Cl	-6	-2	9	-24	5	-8	0	2	-3	-6	24
Brc1cccc(Cn2c(-c3cncs3)nc3ccccc32)c1	-16	-3	-6	-2	-2	-4	-65	-7	-16	2	-10
COc1ccc(C2CC(c3ccccc3O)=NN2c2ccccc2)cc1 (configuration not stated)	9	-9	-7	-4	-1	11	-22	-18	-6	3	2
COc1c(N2CCN(C(=S)NCc3ccccc3)C(C)C2)c(F)cc2c(=O)c(C(=O)O)cn(C3CC3)c12 (configuration not stated)	-23	9	29	24	12	·	4	-18	-12	1	-68
O=C(CCCN=C1NS(=O)(=O)c2ccccc21)OCc1cc([N+](=O)[O-])cc2c1OCOC2	-4	3	4	-14	-1	5	10	-3	-2	5	-29
CC(C)c1c(C(=O)N/N=C/c2ccco2)nnn1-c1nonc1N	2	5	5	0	0	-6	-3	-9	-3	-3	-9
CC/C(=N\Nc1ccnc2cc(Cl)ccc12)c1ccc(O)cc1	4	-3	10	7	-26	-5	2	-11	2	0	-14
COc1ccccc1N(CC(=O)NC(C)(C)C)C(=O)Cn1nnc(-c2ccc(C)o2)n1	4	5	-11	4	0	-3	16	3	0	1	-23
CC1CN(c2ccc(S(=O)(=O)N3CCOCC3)cn2)CC(C)O1 (configuration not stated)	-4	13	12	4	2	-5	13	2	-1	3	-3
COc1ccc2cc3cc(C(=O)NCC4CCCO4)oc3nc2c1 (configuration not stated)	2	-44	-46	-3	3	-5	-76	-4	-4	2	-9
Cc1nn(C)c(C)c1S(=O)(=O)NCc1cccs1	9	-2	-3	-5	3	·	10	0	12	1	-1
CCOc1cc(N2CCOCC2)c(OCC)cc1NC(=O)c1ccccc1C	-8	-11	8	18	1	6	-1	14	-8	0	-29
CCOC(=O)c1c(C)[nH]c(C(=O)COC(=O)CCC2CCCC2)c1C	-13	13	27	5	-7	-4	-2	-1	0	1	-5
CC(NS(=O)(=O)c1cccc(Cl)c1)C(=O)N(C)C1CCN(C)CC1 (configuration not stated)	12	-12	-4	1	4	4	10	-9	7	1	-15
COc1ccc(S(=O)(=O)N2CCN(Cc3cccc(Cl)c3)CC2)cc1	-2	-15	23	4	9	·	23	12	0	-3	-7
COc1ccc(CNC(=O)C(=O)NCC2CCCN2S(=O)(=O)c2cccs2)cc1 (configuration not stated)	-3	-3	5	-1	5	-6	4	-4	-5	-3	-4
Cc1cc(C)n(-c2nc3c(c(=O)[nH]c(=O)n3C)n2CC(O)COc2ccccc2C)n1 (configuration not stated)	-8	5	5	-7	1	-3	15	-3	13	1	12
CCOC(=O)c1cccc(C2=CC(=O)C[C@H](c3ccc(Cl)cc3)C2)c1	16	-20	-42	-33	11	-11	-84	5	0	0	-52
Cc1ccc(S(=O)(=O)N2CCC(=O)N(CCOCc3ccccc3C)CC2)cc1	9	11	3	10	-8	-5	8	15	-5	5	-5
O=C1c2oc3ccc(F)cc3c(=O)c2C(c2ccc(F)cc2)N1CCCN1CCOCC1 (configuration not stated)	13	-5	-6	-19	-3	-6	-13	-33	12	3	-11
CCN(CC(=O)Nc1c(F)cccc1F)C(=O)c1cc(C)nc2ccccc12	-1	16	14	-4	26	-7	15	8	-8	1	3
CCCCn1c(N)c(N(CC(C)C)C(=O)c2ccc(Cl)c(S(=O)(=O)N3CCCC3)c2)c(=O)[nH]c1=O	-6	-8	5	5	-5	-6	8	-11	·	3	-41
COc1ccc(Oc2ccc(-c3ccn[nH]3)cc2)cc1	4	-38	-181	-19	-4	-18	-199	-7	-8	-2	-137
COc1ccc(Cc2c3cc(OC)c(OC)cc3cc[n+]2C)cc1OC	11	9	-6	8	·	·	-18	-58	1	1	5
O=C(Nc1ccccn1)c1cc(-c2cccc(Cl)c2)nc2ccccc12	8	2	25	4	3	5	-7	-18	-10	1	-26
Cn1nnnc1SCC(=O)N1CCN(S(=O)(=O)c2ccc(Cl)cc2)CC1	2	-6	5	26	2	-7	17	-16	0	4	10
Cc1ccc(S(=O)(=O)NCCC(=O)OCC(=O)N2CCCC2=O)cc1C	-3	-9	0	4	-10	-5	13	28	1	0	-10
Cc1ccc(NC(=O)CCCNC(=O)c2ccc(Cl)cc2)c(Br)c1	-3	6	3	-7	-5	-3	-6	7	-15	3	-10
Cc1cccc(OCC(O)CN2C(C)(C)CC(O)CC2(C)C)c1C (configuration not stated)	-10	9	3	-2	-8	-6	13	2	26	-3	-15
CCN(CC)S(=O)(=O)c1ccc(N(C)CCc2ccc(OC)c(OC)c2)nc1	-7	3	11	14	10	1	21	-5	-2	2	15
CCCOc1ccc(F)cc1-c1cc(C(=O)Nc2ccc(OC)cc2C)[nH]n1	-4	·	8	-8	2	-11	10	7	0	·	13
CC(=O)Nc1ccc(C(=O)COC(=O)c2c(C)noc2C)c(F)c1	-16	·	-12	-8	1	-2	12	18	5	0	-19
Cc1ccc(S(=O)(=O)N2CC(O)C[C@H]2C(=O)OCC(=O)Nc2ccc(N3CCCCC3)cc2)cc1C (some centres not stated)	-5	-3	-44	-19	-4	-14	-45	17	10	-6	9
O=C(Nc1ccc(F)cc1)N1CCC(c2nc3c(nnn3Cc3ccccc3Cl)c(=O)[nH]2)CC1	-4	24	15	-4	2	-1	21	6	3	6	-3
C=CCN1C(=O)c2cccc3c(N4CCCCC4)ccc(c23)C1=O	-6	-64	-137	4	7	-8	-196	-34	i	3	-7
CC(C)(CO)NC(=O)C(Cc1ccccc1)N1C(=O)c2ccccc2C1=O (configuration not stated)	-12	12	13	-5	4	-4	16	18	5	-1	-11

An excerpt from above in order of heavy-atom count, high to low.
SMILES	KKLEB tox	TRPM1 prom inh	Peg3 prom inh	Shn3 3UTR inh	PDI turbidity	CaV13 ICDI inh	HIF-2a block	CF NFkB inh	Vif inh	NR2E3 ag-1	NR2E3 ag-2
O=C(Nc1ccc(F)cc1)N1CCC(c2nc3c(nnn3Cc3ccccc3Cl)c(=O)[nH]2)CC1	-4	24	15	-4	2	-1	21	6	3	6	-3
CCN(CC)S(=O)(=O)c1ccc(N(C)CCc2ccc(OC)c(OC)c2)nc1	-7	3	11	14	10	1	21	-5	-2	2	15
COc1ccc(Oc2ccc(-c3ccn[nH]3)cc2)cc1	4	-38	-181	-19	-4	-18	-199	-7	-8	-2	-137

Other compounds follow.
SMILES	KKLEB tox	TRPM1 prom inh	Peg3 prom inh	Shn3 3UTR inh	PDI turbidity	CaV13 ICDI inh	HIF-2a block	CF NFkB inh	Vif inh	NR2E3 ag-1	NR2E3 ag-2
N#Cc1cnn2ccc(-c3ccc4c(c3)CCC4)nc12	-6	-6	-85	-34	-1	-3	-106	-1	9	1	-14
CCCCNc1c(-c2ccc(OC)c(SC(C)CC)c2)nc2ccc(Cl)cn12 (configuration not stated)	-1	1	6	-26	0	-7	-37	-4	1	·	-9
c1ccc(N2CC[N+]3(CCCC3)CC2)nc1	2	3	16	8	-7	-7	7	3	3	0	-4
CCc1nc2c(OCc3ccc(F)c(F)c3)cccn2c1N(C)C(=O)c1ccncc1	4	·	-11	-14	10	-7	5	-31	-2	·	3
CCOC(=O)c1c(C)c(C(=O)NCc2cccnc2)c(C)n1C	-7	-3	5	-7	-4	-9	-17	10	4	0	-18
C=CCn1c(-c2ccccc2)c[nH]c1=S	1	-63	-258	-29	4	-4	-264	0	9	3	-63
COc1ccc(CCNC(=O)C2CC2)cc1OC	3	8	-5	-2	-2	·	-6	-3	-6	2	-31
Cc1sc2ncnc(SCC#N)c2c1C	-20	6	-12	-1	4	·	-3	16	-3	1	-23
COc1ccc(CCNC(=O)CS(=O)(=O)Cc2nc(-c3ccc(C)cc3)oc2C)cc1OC	2	9	12	0	-5	-2	4	-1	-5	3	11
COc1ccc(CCNC(=O)CCCn2c(=S)[nH]c3ccsc3c2=O)cc1OC	-4	·	-4	9	-2	-5	16	2	8	·	5
COc1cc(/C=C/C(=O)N2CCN(C)CC2)cc(S(=O)(=O)N2CCc3ccccc32)c1OC	-1	1	-7	12	-1	-4	2	-2	9	2	-1
O=S(=O)(Nc1nc2cc3c(cc2nc1Cl)OCCO3)c1ccccc1	17	1	31	-11	5	-17	2	0	-2	30*	-17
C=CCn1c(=NC(=O)c2ccccc2[N+](=O)[O-])sc2cc(S(C)(=O)=O)ccc21	-10	-1	-3	26	5	-3	-10	7	-2	4	-11
CCCCn1c(=O)[nH]c(=O)c2c(C(=O)OCC)cc(-c3ccc(OC(F)F)cc3)nc21	-18	-16	11	-4	-4	-6	10	-10	-4	3	8
CCOC(=O)C1CCN(CC(=O)N2CCc3ccccc32)CC1	-18	-9	1	5	-11	-4	8	-2	18	1	-19
Cc1sc2nc[nH]c(=O)c2c1-c1ccc(F)cc1	-3	2	15	6	-3	-5	17	2	-11	-1	16
COc1ccc(NC(=O)c2c(C)noc2C(C)C)cc1S(=O)(=O)N1CCCCC1	2	12	20	9	-2	-5	8	0	13	0	-4
CC(=O)c1cnc(-c2ccccn2)s1	2	1	-41	-22	13	-2	-43	-10	-2	2	-3
CN(C)CCCOc1ccc(-c2ccc3nccn3c2)cn1	0	·	-2	6	8	-6	10	19	·	·	-23
